Measles CPE: protection of cells from measles virus | protection (pct of control), % at 4 µM | actives 1.5% (n = 140,000) | AID 841 | Measles virus-infected cells, CPE protection, absorbance; in the data active = protection mostly above about 24%, no sharp cut-off; inactive = mostly below about 26%; note: some compounds called inactive have numbers as strong as hits
BB579 growth dn: yeast BB579 growth reduction in restrictive medium | AID 804 | inhibition, % at 10 µM | actives 0.51% (n = 140,000) | S. cerevisiae BB579 growth, OD615, 48 h;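 active = inhibition above a set limit, 3 SD over the mean compound inhibition, cut at about 44% in these data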; note: inactives centre near -24
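controls = amphotericin B 10 µg/mL, positive | assay system = DeaD yeast strain BB579 | schedule = 48 h compound exposure at 30 °C after 4 h preincubation | detection = OD615 turbidity measurement | medium = restrictive CSMM-D medium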
E-sel TNF inh: blocks E-selectin expression induced by TNF alpha; HUVEC TNFa-induced E-selectin immunofluorescence, high content; inhibition, % at 2 µM; actives 0.71% (n = 120,000); AID 1246;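 active = inhibition above the batch mean plus 3 SD, and confirmed as a hit on visual image review, cut at about 43% in these data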;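 note: 0% = TNF-stimulated DMSO wells and 100% = unstimulated control wells; not every result past the cut was called active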
PTEN del growth: suppresses growth of cells with PTEN deletion. viability, % at 10 µM. actives 1.2% (n = 140,000). AID 827. HCT116 PTEN-null viability, CellTiter-Glo, 60 h; hits give low values;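 active = viability at or below a set limit, 4 SD under the median of all tested compounds, cut at about 3.7% in these data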;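 note: PTEN knockout HCT116 line with beta catenin targeted HCT116 as companion control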
NPY-Y2 antag: blocks the human neuropeptide Y Y2 receptor. P49146. NPY-Y2 expressing cells, antagonist mode. inhibition, % at 2.7 µM. actives 0.99% (n = 140,000); in the data active = inhibition above about 17%;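 note: 0% = vehicle with agonist challenge and 100% = reference antagonist with challenge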
Target sequence (P49146 whole entry, looked up): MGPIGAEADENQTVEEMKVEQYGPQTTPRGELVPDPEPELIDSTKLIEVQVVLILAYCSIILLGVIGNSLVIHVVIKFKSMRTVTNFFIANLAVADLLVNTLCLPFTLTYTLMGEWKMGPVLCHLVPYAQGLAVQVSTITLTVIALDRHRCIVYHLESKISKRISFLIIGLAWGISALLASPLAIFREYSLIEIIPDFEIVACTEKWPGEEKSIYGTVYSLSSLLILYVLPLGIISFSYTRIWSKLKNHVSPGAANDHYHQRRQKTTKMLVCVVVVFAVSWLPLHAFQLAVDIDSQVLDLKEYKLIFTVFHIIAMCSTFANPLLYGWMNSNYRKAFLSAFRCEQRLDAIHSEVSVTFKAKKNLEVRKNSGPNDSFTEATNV
MRP1 act: activators of MRP-1; H69AR cells + doxorubicin, viability rescue, CellTiter-Glo; viability increase, % at 10 µM; actives 0.61% (n = 140,000); AID 799;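 active = viability gain under doxorubicin at or above a set limit, the compound median plus 3 SD, cut at about 4.7% in these data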;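 note: MRP-1 overexpressing cells given doxorubicin 25 µM after compound pretreatment; 18-22 h compound pretreatment then 72 h with doxorubicin before readout; 0% = doxorubicin-only wells and 100% = vehicle-treated cells without doxorubicin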
Yeast lifespan up: yeast lifespan extension | S. cerevisiae growth with nicotinamide, OD615; deaD strain in restrictive glucose medium | inhibition of the nicotinamide effect, % at 10 µM | actives 0.68% (n = 130,000) | AID 775;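 active = inhibition above a set limit, placed 3 SD over the median of all compounds, cut at about 26% in these data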;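 note: 0% = nicotinamide-treated wells and 100% = cells grown without nicotinamide; some compounds called inactive have numbers as strong as hits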
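Assay system: engineered S. cerevisiae DeaD replicative-lifespan strain, galactose-grown log-phase cells; medium: restrictive CSMM-D dextrose medium; also added: nicotinamide, 1.5 mM, co-present with compound; schedule: 48 h compound exposure at 30 °C, humidified; detection: absorbance at 615 nm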
Phagocyt inh: macrophage phagocytosis inhibition; J774A.1 macrophage IgG-bead phagocytosis, imaging; AID 1029; actives 0.07% (n = 110,000); inhibition, % at 5 µM;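 active = inhibition above the mean of the plate negative controls plus 5 SD, cut at about 13% in these data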;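 note: phagocytic index as fraction of beads internalized from green versus red external bead signal; plate controls were DMSO negative control for no effect and cytochalasin-D positive control for full effect; some results beyond the cut were filed as inactive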
HCT116 bCat-KO: beta-catenin-lacking colon tumor cell growth suppression. HCT116 beta-catenin knockout viability, CellTiter-Glo, 60 h; hits give low values. viability, % at 10 µM. actives 1.5% (n = 140,000). AID 818;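 active = viability at or under a set limit, the compound median less 4 SD, cut at about 6% in these data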;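 note: 0% = Hyamine 1622 control at 20 µM and 100% = untreated cell control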
GALR2 antag: antagonists of human galanin receptor 2 (GALR2) | GALR2-expressing cells, antagonist mode | inhibition, % at 4 µM | actives 0.39% (n = 140,000); in the data active = inhibition above about 27%;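 note: cells stimulated with galanin 1-16 at roughly its EC80; 0% = agonist challenge control and 100% = basal control without agonist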
Target sequence (O43603 whole entry, looked up): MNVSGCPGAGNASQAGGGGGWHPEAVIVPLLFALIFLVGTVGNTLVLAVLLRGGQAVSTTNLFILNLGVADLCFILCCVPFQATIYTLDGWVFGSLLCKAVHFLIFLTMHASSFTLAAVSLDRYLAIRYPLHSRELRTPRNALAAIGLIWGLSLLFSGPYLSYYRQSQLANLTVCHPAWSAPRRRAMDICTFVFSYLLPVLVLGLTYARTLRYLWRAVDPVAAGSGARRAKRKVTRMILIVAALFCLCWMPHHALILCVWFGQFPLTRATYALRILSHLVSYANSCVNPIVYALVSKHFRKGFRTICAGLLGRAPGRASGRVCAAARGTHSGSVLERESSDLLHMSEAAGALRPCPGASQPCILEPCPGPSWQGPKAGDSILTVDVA
* hit, by the source's call; . = no result given.

molecule	Measles CPE	BB579 growth dn	E-sel TNF inh	PTEN del growth	NPY-Y2 antag	MRP1 act	Yeast lifespan up	Phagocyt inh	HCT116 bCat-KO	GALR2 antag
COc1ccc(NC2c3ccccc3C(=O)N2c2cccnc2)cc1Cl (centres undefined)	4	36	-2	87	0	-1.4	-10	1	89	9
O=C(NCc1ccc2c(c1)OCO2)c1nn2cccnc2c1Cl	17	-38	11	92	7	-0.9	-15	-2	86	4
COc1ccc(/C=N/OCC(=O)N2CC3(C)CC2CC(C)(C)C3)cc1 (centres undefined)	13	-35	-18	83	0	0.6	8	8	88	-7
CN(c1ccc(C(=O)NCCC2=CCCCC2)cc1)S(C)(=O)=O	7	-15	-13	78	1	-0.4	1	0	82	-21
Cc1cc(=O)n2nc(N3CCCC(C(=O)NCc4ccco4)C3)sc2n1 (centres undefined)	16	-43	-43	114	7	-1.1	4	-4	95	9
Nc1nc2n(n1)C(c1ccccc1Cl)CC(c1ccc(F)cc1)N2 (centres undefined)	8	-29	.	76	9	-0.5	-5	0	82	5
COc1ccc(NCC(=O)Nc2ccc(C#N)cc2)cc1Cl	8	-82	-4	87	-2	-1.2	-16	0	80	13
CCOC(=O)C(NC(C)=O)(N1CCOCC1)C(F)(F)F (centres undefined)	17	-16	-18	91	2	-0.6	-17	-1	104	9
CCOC(=O)c1sc2nc3n(c(=O)c2c1C)CCC(C)CC3 (centres undefined)	5	-14	.	78	2	3.4	-18	1	79	-4
CC(=O)n1cc(C2C(=O)CC(C)(C)CC2=O)c2ccccc21	.	-23	49	90	2	-1.9	-7	4	94	10
O=C(c1ccccc1)c1ccccc1N/C=C/c1nnnn1-c1ccccc1	11	-21	-26	65	3	-2.7	-11	.	70	-2
CCNc1nc(NC(C)C)nc(N(C#N)CCOc2ccc(Cl)cc2Cl)n1	21	-42	13	64	8	-2.2	-9	-4	55	-3
CCOC(=O)N1CCC(N2CC34C=CC(O3)C(C(=O)Nc3ccc(OCC)cc3)C4C2=O)CC1 (centres undefined)	19	-14	.	94	1	-0.5	-5	0	93	17
N=c1sccn1CC(=O)Nc1ccc2c(c1)CCC2	6	-27	0	78	6	-2.7	-2	0	85	12
O=C(NCCCN=C1NS(=O)(=O)c2ccccc21)c1ccc(S(=O)(=O)N2CCCCC2)cc1	22	7	-14	72	3	-0.1	-19	0	65	-4
O=C(Nc1nc2ccccc2s1)C1CC(=O)N(c2ccc(Cl)cc2)C1 (centres undefined)	12	-43	5	102	14	-1.2	-2	-1	94	-5
COc1ccc(-c2nc3oc4cc(OC)ccc4c(=O)c3c(=O)n2Cc2ccco2)cc1	8	-13	55	80	3	-3.2	27*	-1	87	-2
CCCc1nnc(NC(=O)c2cccc(OC)c2)s1	7	-18	.	106	2	-0.1	-15	1	108	-4
COc1ccc(S(=O)(=O)NC(C)C(=O)O)cc1 (centres undefined)	2	0	0	99	4	-1.3	-4	-1	93	-3
COc1cc(C(=O)NCc2nnc(SCC(=O)N3CCc4ccccc43)o2)cc(OC)c1OC	6	-6	8	90	-3	-1.4	-2	0	106	7
CCCOc1ccc2c(CC)cc(=O)oc2c1C	15	-21	.	97	3	-1.9	-5	3	87	-7
Brc1ccc(-c2csc(NNC3=NCCCCC3)n2)cc1	8	-41	9	39	2	-5.1	-6	-2	39	-8
Cc1ccccc1NC(=S)N(CCCN1CCOCC1)Cc1ccccn1	1	-4	-9	92	1	-2.7	3	-6	93	6
O=c1[nH]c2sc3c(c2c2nncn12)CCCC3	19	-11	-13	94	5	-1.4	.	.	99	-6
CC1CC(C)CN(CCCNC(=O)c2ccc3c(c2)NC(=O)C(N2CCCCC2)S3)C1 (centres undefined)	4	-35	7	80	0	-0.6	-5	0	74	-1
COCc1cc(C)nc2sc3c(=O)oc(C)nc3c12	10	-15	.	103	1	1.0	-12	1	113	-18
CCOC(=O)N1CCC(NC(=O)c2ccc3c(c2)sc2nc(-c4ccccc4)cn23)CC1	5	-33	-20	56	-1	-2.1	-24	.	63	-2
COC(=O)CN(Cc1ccco1)S(=O)(=O)c1ccccc1	-1	-29	10	105	2	-2.3	-5	0	89	5
CCOc1ccc(C2c3c(oc4ccccc4c3=O)C(=O)N2CCCN2CCOCC2)cc1OCC (centres undefined)	17	-51	.	88	-2	-4.0	-1	-1	90	-1
COc1ccc(C(=O)OCn2nnc3ccccc3c2=O)cc1OC	5	-26	-4	83	2	-2.8	-23	0	87	-4
COC(=O)C1CCN(c2cc(=O)n(-c3ccc(OC)cc3)c(=O)[nH]2)CC1	27	12	-31	108	1	-2.1	-2	-2	92	13
Oc1ccc(N=Cc2cc(Br)c(N3CCOCC3)o2)cc1	3	-21	-1	103	1	-3.7	-1	-4	98	3
C=CCn1c(SCC(=O)Nc2c(C)n(C)n(-c3ccccc3)c2=O)nc2sc(C)c(-c3ccccc3)c2c1=O	5	15	-4	84	3	-3.9	-5	.	91	0
CCn1c(CNC(=O)COc2ccc(C(C)C)cc2)nnc1SCC(=O)NC1CCCCC1C (centres undefined)	8	-42	-3	65	-3	2.3	.	.	82	-3
Cc1ccc(C(=O)OCC(=O)NCCN2C(=O)CSC2=O)cc1	8	-30	-9	107	9	-0.5	-4	-7	98	0
CSc1nsc(SC)c1NC(=O)Nc1ccccn1	2	-40	-16	93	0	-1.5	-7	0	101	-22
N#CCc1ccc(NS(=O)(=O)c2cccs2)cc1	7	-27	64*	98	0	-1.2	.	0	96	11
O=C(O)c1cc(-c2ccc(/C=N/Nc3ccc(Cl)cc3)o2)ccc1Cl	2	95*	-77	104	4	-0.4	-19	1	77	4
Cc1cn(C2CC3OCC3O2)c(=O)[nH]c1=O (centres undefined)	15	-24	-58	95	1	-0.2	-8	0	86	11
CC(C)CCNC(=O)Cn1cc2c(n1)CCCCC2	16	-14	-8	102	4	-1.4	-2	0	94	21
COCCOc1cnn(-c2cc(Oc3ccc(C)cc3)ncn2)c(=O)c1Cl	12	-1	-17	92	1	2.9	-6	0	99	4
Cc1ccc(Cl)cc1NC(=S)NCc1cccn1C	1	-24	-6	90	1	-1.7	4	-10	88	12
NNC(=O)c1ccc(O)cc1O	5	3	-12	104	0	0.8	1	-3	96	0
COc1ccccc1/C=C/C(=O)OC(C)CN1CCOCC1 (centres undefined)	9	-45	21	90	2	-1.3	-3	0	88	9
COc1cnc(-c2ccccn2)nc1Oc1cccc(Cl)c1	7	-37	.	69	6	-0.9	-15	.	75	4
Cc1ccc(NC(=O)C(C)c2ccc([N+](=O)[O-])cc2)cc1Cl (centres undefined)	27	-15	7	46	5	-1.7	-9	8	58	-14
O=C(O)c1cc2c(s1)CCCC2	16	-18	-22	91	1	-1.7	-10	2	91	-3
Cc1cc(=O)n2[nH]c(SCc3ccccc3)nc2n1	5	-16	18	98	4	-2.0	-9	-1	96	12
O=C(Cc1ccccc1)Nc1ccccc1N1CCN(c2ccccc2)CC1	3	-13	-12	68	14	-3.1	0	0	69	0
Cn1cc(Br)c(C(=O)NC2C3CC4CC(C3)CC2C4)n1 (centres undefined)	3	-32	4	94	5	-2.4	.	.	93	-8

Following part:
molecule	Measles CPE	BB579 growth dn	E-sel TNF inh	PTEN del growth	NPY-Y2 antag	MRP1 act	Yeast lifespan up	Phagocyt inh	HCT116 bCat-KO	GALR2 antag
CN(C)CCNc1oc(COc2cccc(Cl)c2)nc1C#N	4	-18	3	96	-1	-1.6	-19	0	89	-3
COc1cc(C2C(C#N)=C(N)Oc3n[nH]c(C)c32)cc2c1OCO2 (centres undefined)	5	-20	-14	89	2	-1.2	-3	0	98	3
N#Cc1ccc(COC(=O)CSc2nnc(C3CCCCC3)n2N)cc1	6	-65	-63	105	0	-0.2	-10	-1	112	1
COc1ccc(/C=C/C(=O)C(C(N)=O)=C2SCCS2)cc1	9	-10	-12	59	2	-4.1	-1	-5	50	-5
CCOC(=O)CSc1nc2ccccc2n1CC(=O)NC(C)(C)C	13	2	7	100	-2	-0.5	-7	0	98	3
Cc1sc2nc(CSc3ccccc3)nc(N3CCN(C)CC3)c2c1C	23	-19	.	62	5	-4.3	-2	-3	59	6
COc1ccccc1NC(c1cccnc1)c1ccc2cccnc2c1O (centres undefined)	15	-21	6	49	2	-5.1	8	-3	49	-3
Cc1cccc(OCC(=O)Nc2nnn(C)n2)c1C	25	-34	-48	98	-2	-0.8	.	.	104	-2
CC(=O)NC(Cc1ccc(F)cc1)C(=O)O (centres undefined)	3	-30	.	104	6	0.0	7	.	80	0
COc1ccc(Cn2nnc3c(=O)[nH]c(C4CCCN(C(=O)c5ccccc5)C4)nc32)cc1 (centres undefined)	7	-23	-17	95	4	-0.4	-15	.	92	0
Cc1cc(C)n(CC(O)COc2ccccc2[N+](=O)[O-])n1 (centres undefined)	15	-19	.	103	0	1.5	-6	-9	98	4
COc1cc(-c2nc3n(n2)C(c2ccc(F)cc2)C2=C(CCCC2=O)N3)cc(OC)c1OC (centres undefined)	6	-16	.	77	-2	-3.8	-7	1	66	8
Nc1cc(=O)[nH]c(SCC(=O)Nc2ccc(Br)cc2)n1	8	-20	2	90	6	-0.7	-5	1	86	-12
Cc1ccc(CNC(=O)CCCNC(=O)c2ccc(Cl)cc2)n1C	6	-16	-7	104	-1	0.2	-10	-2	91	-1
Cc1ccc(C)c(N2CCN(Cc3nnnn3C3CCCCC3)CC2)c1	1	-38	-9	66	4	-0.1	-3	0	69	1
CCc1ccc(NC(=O)c2cc(-c3ccc(OC)cc3)on2)cc1	16	-60	-20	100	-3	0.1	-4	1	97	-9
NS(=O)(=O)c1ccc(N/N=C2/CCCCC2C2CCCCC2)c([N+](=O)[O-])c1 (centres undefined)	22	-24	.	2.5*	-4	-5.3	7	-19	1.7*	-4
O=C(NCCSCc1ccccc1)c1ccc(Cl)c(S(=O)(=O)N2CCOCC2)c1	8	-37	20	69	5	-1.1	.	.	67	5
O=C(COC(=O)c1n[nH]c2ccccc12)Nc1ccc(S(=O)(=O)N2CCCC2)cc1	71*	-41	14	89	3	-0.7	-12	0	86	15
OC(CN1CCCCC1)Cn1c(C(F)(F)F)nc2ccccc21 (centres undefined)	6	-19	-16	89	3	0.9	-7	0	101	-12
CC1CCc2c(sc3nc(CSc4ncn[nH]4)[nH]c(=O)c23)C1 (centres undefined)	30	-26	8	87	1	18*	-7	-8	95	-4
CN1CC[n+]2cnc3ccccc3c21	2	-85	-19	117	5	0.8	0	4	109	0

Copied from the list.
Reading for Cc1ccc(C)c(N2CCN(Cc3nnnn3C3CCCCC3)CC2)c1 in Measles CPE: 1
Reading for CC1CCc2c(sc3nc(CSc4ncn[nH]4)[nH]c(=O)c23)C1 (centres undefined) in MRP1 act: 18*

Bioassay records: PubChem, several laboratories
